GAA glycogen mod = GAA glycogen-cleavage inhibition or activation; P10253; recombinant GAA, glycogen substrate, Amplex Red glucose oxidase fluorescence; Potency, µM (doses to about 76.4 µM), inactives show top-dose activity change, negative = inhibition, usual class: inhibitors; 300,000 tested, 0.38% active; AID 2100; active means well fitted inhibition curve with a large enough effect; inconclusive means small, poorly fitted or top-dose-only effect, or another doubt; inactive means no such curve, though single readings can be large or run the other way;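 further: 0% = full enzyme reaction and -100% = no-enzyme basal signal; the screen sought inhibitors and activators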
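qHTS, 1536-well; enzyme 4 nM final; cpd up to 77 uM; substrate bovine liver glycogen 30 ug; 50 mM citrate/phosphate pH 5.0, 0.01% Tween-20; 37 C, 40 min; Amplex Red detection 45 min RT; Hill fit → AC50.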
An asterisk follows results filed as active; ? = inconclusive; [ ] = dose if it differs, or a comment. Potency means the concentration at half of the fitted maximal effect. Some of the compounds tested, so the mix of outcomes need not match the whole.

structure | GAA glycogen mod
O=C1COc2ccc(S(=O)(=O)CCC(=O)NC3CCCCC3)cc2N1 | 5%[76.3 µM]
Cc1ccc2[nH]c(=O)c(CN(C)S(=O)(=O)c3cccc4nonc34)cc2c1 | -7%[76.3 µM]
Cc1nc(NC(=O)CSc2nnc(C3CC3)n2C)sc1C | 3%
CC(Oc1ccc(Cl)cc1Cl)C(=O)NNC(=O)[C@@H]1CCCC[C@@H]1C(=O)O (some centres undefined) | -8%[76.3 µM]
COc1ccc2[nH]c3c(c2c1)CCN1C(=O)N([C@@H](C)C(=O)NCc2ccc(F)cc2)C(=O)[C@]31C | -3%[76.3 µM]
COc1ccc(/C=C(\NC(=O)c2ccc(C)cc2)C(=O)N2CCCCC2)cc1 | 0%
Cc1ccc(C)c(S(=O)(=O)N2CCN(C(=O)c3ccc(N4CCCC4)c([N+](=O)[O-])c3)CC2)c1 | 0%[76.3 µM]
O=C(NNC(=O)C1CCC1)c1ccc(Cl)cc1 | -3%[76.3 µM]
CN(Cc1nc(-c2ccc(Cl)cc2)no1)C(=O)c1ccco1 | -3%
COc1ccc(Cc2nc3ccc(C(=O)N4CCN(C)C(C)C4)cc3o2)cc1OC (centres undefined) | -1%[76.3 µM]
Cc1cc(NC(=O)CS(=O)CC(=O)Nc2c(C)cccc2C)ccc1-n1cnnn1 (centres undefined) | 3%[76.3 µM]
NS(=O)(=O)c1ccc(NC(=O)Nc2ccc3c(c2)OCO3)cc1 | 3%[76.3 µM]
NC1=NC(=O)C(Cc2ccc(OC(F)(F)F)cc2)S1 (centres undefined) | 6%
O=C(c1ccc(N2CCN(C(=O)c3ccc(F)c(F)c3)CC2)cc1)c1cccc(F)c1 | 0%[76.3 µM]
CCOc1ccccc1NC(=O)CN1CCC(NC(=O)Nc2ccccc2)CC1 | 6%[76.3 µM]
CN1C(=O)NC(c2ccccc2[N+](=O)[O-])C2=C1CC(C)(C)CC2=O (centres undefined) | 1%
C/C(=N/Nc1ccccc1[N+](=O)[O-])c1ccc(C)c([N+](=O)[O-])c1 | 0%
O=C(NCC(c1cccs1)N1CCOCC1)c1cccnc1 (centres undefined) | -1%[76.3 µM]
CCc1cc(C(=O)N2CCN(c3ncc(C(F)(F)F)cc3Cl)CC2)sc1C | 10%
Cc1cc(C(=O)N2CCC(Cc3ccccc3)CC2)c(C)o1 | 0%[76.3 µM]
COc1cc(Oc2nc(C(F)(F)F)nc3ccccc23)ccc1C=O | 2%
CC(CCc1ccccc1)NC(=O)COC(=O)c1ccc(F)cc1 (centres undefined) | 1%
O=c1cc(CN2CCOCC2)c2ccc(O)c(O)c2o1 | ?
Cc1ccccc1-n1nc2c(c1NC(=O)CC(C)C)CS(=O)C2 (centres undefined) | -6%[76.3 µM]
O=C(O)CN1C(=O)COc2ccc(S(=O)(=O)N3CCCCCC3)cc21 | -3%[76.3 µM]
CNS(=O)(=O)c1cn(CC(=O)NCc2ccc(N(C)C)cc2)cc1S(=O)(=O)NC | ?
Cc1ccc(C(=O)NCCNC(=O)c2ccco2)cn1 | 2%
COc1ccc(CN2CCN(C(=O)c3ccc(CNS(=O)(=O)c4ccc(C)cc4)cc3)CC2)c(OC)c1OC | -3%[76.3 µM]
Cc1cc(C(=O)NC2CC(C)(C)Cc3c2cnn3-c2ccccc2)n[nH]1 (centres undefined) | -2%[76.3 µM]
CCn1c(SCC(=O)Nc2nnc(C)s2)nnc1C(C)NC(=O)c1ccccc1 (centres undefined) | -1%
COc1ccc(NC2CCCN(C(=O)CSc3ccccc3)C2)cc1 (centres undefined) | -3%[76.3 µM]
Cc1cccc2sc(N(CCCN(C)C)C(=O)c3ccc(S(=O)(=O)N4CCc5ccccc5C4)cc3)nc12 | -8%[76.3 µM]
O=C(O)/C=C/C(=O)N1N=C(c2ccco2)CC1c1ccco1 (centres undefined) | -7%
COc1ccc(NC(=O)c2ccco2)cn1 | -1%
CN(C)CCN(C(=O)c1ccc2c(c1)OCCO2)c1nc2cc3c(cc2s1)OCO3 | 1%[76.3 µM]
CCOC(=O)Cn1cnc2c(cnn2-c2ccc(OC)cc2)c1=O | -10%[76.3 µM]
COc1cccc(CC(NC(C)=O)C(=O)NC2CCN(C(=O)Nc3ccc(C)cc3)CC2)c1 (centres undefined) | 14%[76.3 µM]
Cc1ccc(S(=O)(=O)N2CC(C)N(C(=O)N3CCOCC3)C2)cc1 (centres undefined) | 1%
CC(=O)N1CCN(CC(C)(C)NS(=O)(=O)c2ccc(C)cc2)CC1 | -2%[76.3 µM]
CCOc1ccc(NCc2cccn2-c2nnc(N3CCC(C(=O)NCCCN4CCCCC4C)CC3)s2)cc1 (centres undefined) | ?
CCOc1ccccc1N(CC(=O)NC1CCCCC1)C(=O)CCC(=O)Nc1nccs1 | 1%
O=C(CSc1nnc(-c2ccncc2)o1)Nc1ccccc1C(F)(F)F | 0%[76.3 µM]
COc1ccc(C(=O)NCc2ccco2)cc1S(=O)(=O)N1CCOCC1 | -2%[76.3 µM]
O=C(CN1CCOCC1)Nc1ccc(NC(=O)c2ccccc2F)cc1 | 15%
COc1ccc(Cl)cc1NC(=O)c1noc(C)c1[N+](=O)[O-] | -4%[76.3 µM]
O=C1NC(=O)N(Cc2ccccc2F)C1=O | -1%
O=C(NCC(=O)N1CCCC1)c1ccc(Cl)cc1 | -1%[76.3 µM]
COc1ccc(NC(=O)c2cccc(S(=O)(=O)N3CCCCCC3)c2)cc1 | -6%
COCc1cc(C)n(CC(=O)Nc2ccc(N3CCOCC3)c(Cl)c2)c(=O)c1C#N | -9%[76.3 µM]
CC(=O)c1sc2nc(SCC(=O)NCCc3ccccc3)[nH]c(=O)c2c1C | -4%[76.3 µM]
COc1cccc(C(C(=O)NC2CCCCC2)N(C(=O)c2csnn2)C2CC2)c1 (centres undefined) | -14%
O=C(NCCc1ccc(Cl)cc1)c1ccc2nccnc2c1 | 8%[76.3 µM]
COc1cc(/C=C2/C(=N)N3C(=NC2=O)SN=C3S(=O)(=O)C(C)C)ccc1OS(=O)(=O)c1ccccc1 | -5%[76.3 µM]
CC(C)c1ccc(N=Cc2c(O)c3ccccc3oc2=O)cc1 | -2%[76.3 µM]
O=C(Nc1ccc(F)cc1F)c1ccc2ncsc2c1 | -4%[76.3 µM]
NS(=O)(=O)c1ccc(CCNC(=O)CSc2ccc([N+](=O)[O-])cc2)cc1 | 3%
O=C(NCCN1CCOCC1)c1cc(-c2cccc(O)c2)on1 | -1%[76.3 µM]
COc1cccc(CCN2CCC(CNS(=O)(=O)c3cc(-c4cc(C)no4)ccc3C)CC2)c1 | -7%[76.3 µM]
Nc1nc2sc3c(c2cc1C(=O)NCC(=O)O)CCCC3 | -5%
O=S(=O)(Cc1ccccc1)Nc1cccc(Br)c1 | -5%

Fetched by compound from above:
structure | GAA glycogen mod
CN(C)CCN(C(=O)c1ccc2c(c1)OCCO2)c1nc2cc3c(cc2s1)OCO3 | 1%[76.3 µM]
O=C(CSc1nnc(-c2ccncc2)o1)Nc1ccccc1C(F)(F)F | 0%[76.3 µM]
COc1cccc(CCN2CCC(CNS(=O)(=O)c3cc(-c4cc(C)no4)ccc3C)CC2)c1 | -7%[76.3 µM]
COc1ccc(Cl)cc1NC(=O)c1noc(C)c1[N+](=O)[O-] | -4%[76.3 µM]
COc1cc(/C=C2/C(=N)N3C(=NC2=O)SN=C3S(=O)(=O)C(C)C)ccc1OS(=O)(=O)c1ccccc1 | -5%[76.3 µM]

Additional results:
structure | GAA glycogen mod
CSCCC(NS(=O)(=O)c1ccccc1F)C(=O)N1CCCCCC1 (centres undefined) | 1%
COc1ccc(NS(=O)(=O)NC(=O)c2cn(C)c3ccccc23)cc1 | -1%[76.3 µM]
O=C(NCCCN1CCN(c2ccccc2)CC1)C1CCCN(c2ncnc3c2nc2n3CCCCC2)C1 (centres undefined) | 2%[76.3 µM]
Cc1ccc(N(C(=O)CNC(=O)c2ccco2)C(C(=O)NC2CCCC2)c2cccnc2)cc1 (centres undefined) | -5%
Cc1ccccc1C(=O)Nc1ccnn1C1CCN(C2CCSCC2)CC1 | -8%[76.3 µM]
CCc1ccc(CNC(=O)C2Cc3cc(S(=O)(=O)N4CCCC4)ccc3N2C(C)=O)cc1 (centres undefined) | ?
O=C(CN1CCc2cc3c(cc2C1)OCCCO3)Nc1cccc(Br)c1 | -11%[76.3 µM]
NC(=O)C1CCN(CC(O)COCc2ccccc2Cl)CC1 (centres undefined) | 6%
CCCCn1c(N)c(N(CCOC)C(=O)c2cc(S(=O)(=O)N3CCCCC3)ccc2Cl)c(=O)[nH]c1=O | 6%[76.3 µM]
CCCCN(C)C(=O)Cn1nc(Cc2ccncc2)c2ccccc2c1=O | -2%
COc1ccc(OC)c2[nH]c(C(=O)N3CCC(C(=O)O)CC3)cc12 | 1%
O=C1CSC(=S)N1c1ccc(Cl)c(Cl)c1 | 3%
O=C(O)/C(=C\c1ccccc1OC(F)F)c1ccc(-c2ccccc2)cc1 | -9%
Cc1cccc(OCC(=O)NC2CC(C)(C)NC(C)(C)C2)c1 | 11%[76.3 µM]
COC(=O)Cn1cnc2c(nnn2-c2cccc(OC)c2)c1=O | 5%
O=C1CN(C(=O)CSc2ccc(-c3ccc(F)cc3)nn2)c2ccccc2N1 | 3%[76.3 µM]
Cc1nc(CSc2ccc(Cl)cc2)cs1 | 0%
Clc1cccc(Cl)c1C[n+]1ccc2ccccc2c1 | 4%
Cc1cccc(-c2cc(C(=O)Nc3cccnc3)c3ccccc3n2)c1 | 1%[76.3 µM]
Cc1cccc(NC(=O)c2ccc3c(c2)OCCO3)c1 | -8%
O=C(O)c1cccc(-n2cc(-c3cccc(C(F)(F)F)c3)cn2)c1 | -4%
CC(C)C(NC(=O)c1ccccc1)C(=O)N1CCCCCC1 (centres undefined) | 13%[76.3 µM]
NC(=O)CSc1nnc(NC(=O)c2ccc(Br)o2)s1 | -13%[76.3 µM]
Cc1ccc(CN2CCC(C(=O)Nc3cccc(-c4cccc(F)c4)c3)CC2)o1 | -9%[76.3 µM]
O=C(Cn1ncc2c([nH]c3ccccc32)c1=O)Nc1ccc(F)cc1F | -3%[76.3 µM]
CN1C(=O)NC(c2ccccc2Cl)C2=C1CC(C)(C)CC2=O (centres undefined) | 7%
CSc1ncccc1C(=O)NCCc1ccccc1F | 6%
COc1ccc(OCC(=O)N/N=C/C(C)=C/c2ccco2)c(Br)c1 | -2%
O=C(Nc1cccc(Br)c1)c1ccc2snnc2c1 | 0%[76.3 µM]
Cc1c(C)c2c(OCC(=O)N3CCC(C(N)=O)CC3)cc3c(c2oc1=O)CCC(C)(C)O3 | -1%[76.3 µM]
COc1ccc(C(C)=O)cc1Cn1nnc(-c2ccccc2Br)n1 | -6%
COc1ccc(-c2ccc(=O)n(Cc3cccc(Cl)c3)n2)cc1 | 2%
Cc1nc2ccccc2c(=O)n1CCc1ccccc1 | 0%
COc1ccccc1NC(=O)C(=O)NNC(=O)COc1ccc2ccccc2c1 | -3%
O=C(Nc1cccnc1)c1ccc(F)c(S(=O)(=O)N2CCOCC2)c1 | 1%
Cc1cccc(/C=C2\Sc3ccc(C(=O)N4CCC(C)CC4)cc3N(C)C2=O)c1 | 4%[76.3 µM]
NC(=O)c1ccc(Oc2ccc(-c3nnco3)cc2)c([N+](=O)[O-])c1 | 0%
COCCC(=O)N1CCC(Oc2ccc(C(=O)NCc3nccn3C)cc2)CC1 | 1%[76.3 µM]
Cc1ccc(NS(=O)(=O)c2ccc3c(c2)n(C)c(=O)n3C)cc1 | -3%
CCc1c(C)nc2c(-c3ccccc3)c(-c3ccccc3)[nH]n2c1=O | 2%
O=C1[C@@H]2CSCN2C(=O)CN1Cc1ccccc1F | 6%
O=C(O)CC(c1ccc(C(F)(F)F)cc1)N1Cc2ccccc2C1=O (centres undefined) | 8%
CC(=O)Nc1ccc(C(=O)N/C(=C/c2ccccc2)C(=O)NCc2ccco2)cc1 | 4%[76.3 µM]
Cc1cccc(NC(=O)CCS(=O)(=O)c2cc3c(cc2Cl)NC(=O)CO3)c1 | -7%[76.3 µM]
Cc1cccc(/C=N/NC(=O)c2ccc(F)cc2)n1 | -3%
CC1CC(C)CN(C(=O)c2ccc(S(=O)(=O)N3CC(C)CC(C)C3)cc2)C1 (centres undefined) | -1%[76.3 µM]
O=S(=O)(NC1CCCC1)c1cc(F)ccc1F | 2%[76.3 µM]
O=C(COc1ccc(Br)cc1CO)N1CCCc2ccccc21 | 12%[76.3 µM]
O=C(Nc1ccccc1)/C(=C\c1ccco1)NC(=O)c1ccco1 | -4%
O=C(Nc1cccc(NC(=O)c2cccc(F)c2)c1)c1ccccc1 | 2%
Cc1cccc(NS(=O)(=O)c2csc(C(N)=O)c2)c1 | -4%
COc1ccccc1-c1noc(-c2ccccc2C(=O)NCC2CCCO2)n1 (centres undefined) | 0%[76.3 µM]
CN(CCc1ccccn1)C(=S)Nc1cccc(S(=O)(=O)N(C)C)c1 | -7%
FC(F)(F)c1ccccc1/C=N/n1c(C2CCCCC2)n[nH]c1=S | 1%
CCOc1ccc(CCNC(=O)COC(=O)/C=C/c2ccc(OC)c(OC)c2)cc1OCC | 1%[76.3 µM]
COC(=O)C1=C(C)N(C)C(=O)NC1c1cc2c(cc1Br)OCO2 (centres undefined) | 4%[76.3 µM]

Screening data deposited in PubChem BioAssay by National Center for Advancing Translational Sciences (NCATS).
